# LGR2 inh – inhibitors of bursicon-induced Drosophila LGR2 receptor cAMP signaling; inhibition, % at 9.99 µM; actives 0.35% (n = 380,000); AID 720647; HEK293 LGR2, CRE-luciferase, bursicon-stimulated, 4 h;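 active = drop in luminescence signal, shown as inhibition above about 50% in the replicate tests, limit read from the data, passing the limit was not always enough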;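 note: agonist challenge used bursicon conditioned medium at about half maximal strength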
# FN deposit inh – fibronectin deposition inhibition; inhibition, % at 12.6 µM; actives 0.086% (n = 350,000); AH1F fibroblasts, Alexa488-fibronectin deposition fluorescence, overnight;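 active = mean inhibition across replicates of 30% or more, regardless of how many single replicates reach that level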;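 note: positive control wells lacked labelled fibronectin entirely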
#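 Material: AH1F fibroblasts assembling fluorescent fibronectin matrix; amount: 10000 AH1F cells/well; medium: DMEM, 2% serum; reagent: Alexa488-fibronectin, 24 nM final in well; dosing: single compound dose, delivered by pin transfer; incubation: 1 h adhesion, overnight exposure; detection: fluorescence after three HBSS washes, excitation 485 nm, emission 525 nm; measure: fibronectin deposition inhibition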
# PglD inh – PglD (C. jejuni) enzyme inhibition; actives 0.098% (n = 360,000); purified PglD enzyme, DTNB colorimetric CoA detection; inhibition, % at 12.5 µM; in the data active = inhibition above about 16%, passing the limit was not always enough; note: strong numbers were not always called active
# EWS-Fli inh – EWS/Fli transcriptional activity inhibition. AID 651661. A673 NR0B1-luciferase reporter, viability-normalised. inhibition, % at 12.6 µM. actives 0.67% (n = 350,000);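 active = mean inhibition of at least 50% after viability correction, with every replicate also passing that limit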;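 note: firefly luciferase signal divided by Alamar Blue viability fluorescence both relative to DMSO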
# PGC1a acetyl inh – modulators of PGC1a acetylation | U2OS PGC1a acetylation, AlphaScreen anti-acetyl-lysine; with virally co-expressed GCN5 acetyltransferase | inhibition, % at 15.6 µM | actives 0.17% (n = 350,000) | AID 651687;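 active = every replicate shows inhibition of at least 40%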;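 note: 0% = neutral control wells and 100% = positive control wells; some results beyond the cut were filed as inactive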
# PAX8 reporter – PAX8 transcriptional activity inhibition. RMG-I TPO-luciferase reporter, SteadyGlo, 24 h. inhibition, % at 12.6 µM. actives 1.2% (n = 360,000);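 active = mean replicate inhibition at least 60% with every replicate also reaching 60%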;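 note: luciferase light reporting Pax8 driven TPO promoter activity; plate controls were median of neutral control wells for no effect and mitoxantrone controls for full effect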
# S100A4 inh HTS – inhibitors of human S100A4 binding to myosin IIA peptide. P26447. S100A4/TAMRA-MyoIIA peptide fluorescence polarization. inhibition, % at 10.7 µM. actives 0.14% (n = 360,000);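 active = mean inhibition of at least 70% across replicates, with every replicate also reaching that level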
# Target sequence (P26447 whole entry, looked up): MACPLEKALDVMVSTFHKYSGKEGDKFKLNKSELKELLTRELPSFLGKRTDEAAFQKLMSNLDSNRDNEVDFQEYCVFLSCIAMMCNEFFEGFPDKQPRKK
#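 Material: S100A4 monomer (human). Medium: Calcium-containing HEPES buffer, pH 7.2. Probe or stimulus: labelled myosin peptide probe, 5 nM. Compound dosing: one concentration per compound. Timing: polarization read 5 min after assay mix addition, stable 5–60 min. Benchmarks: DMSO as neutral control, TFP as positive control.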
# ERAP1 HTS inh – inhibitors of human ERAP1 aminopeptidase. Q9NZ08. recombinant ERAP1, Leu-AMC fluorescence, 60 min. inhibition, % at 10.7 µM. actives 0.15% (n = 340,000);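 active = mean replicate inhibition of at least 30%, or all replicates individually reaching that 30% level; inactive = mean below 30% and not every replicate reaching it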;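 note: 0% = neutral control wells and 100% = L-leucinethiol positive control wells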
# Target sequence (Q9NZ08 whole entry, looked up): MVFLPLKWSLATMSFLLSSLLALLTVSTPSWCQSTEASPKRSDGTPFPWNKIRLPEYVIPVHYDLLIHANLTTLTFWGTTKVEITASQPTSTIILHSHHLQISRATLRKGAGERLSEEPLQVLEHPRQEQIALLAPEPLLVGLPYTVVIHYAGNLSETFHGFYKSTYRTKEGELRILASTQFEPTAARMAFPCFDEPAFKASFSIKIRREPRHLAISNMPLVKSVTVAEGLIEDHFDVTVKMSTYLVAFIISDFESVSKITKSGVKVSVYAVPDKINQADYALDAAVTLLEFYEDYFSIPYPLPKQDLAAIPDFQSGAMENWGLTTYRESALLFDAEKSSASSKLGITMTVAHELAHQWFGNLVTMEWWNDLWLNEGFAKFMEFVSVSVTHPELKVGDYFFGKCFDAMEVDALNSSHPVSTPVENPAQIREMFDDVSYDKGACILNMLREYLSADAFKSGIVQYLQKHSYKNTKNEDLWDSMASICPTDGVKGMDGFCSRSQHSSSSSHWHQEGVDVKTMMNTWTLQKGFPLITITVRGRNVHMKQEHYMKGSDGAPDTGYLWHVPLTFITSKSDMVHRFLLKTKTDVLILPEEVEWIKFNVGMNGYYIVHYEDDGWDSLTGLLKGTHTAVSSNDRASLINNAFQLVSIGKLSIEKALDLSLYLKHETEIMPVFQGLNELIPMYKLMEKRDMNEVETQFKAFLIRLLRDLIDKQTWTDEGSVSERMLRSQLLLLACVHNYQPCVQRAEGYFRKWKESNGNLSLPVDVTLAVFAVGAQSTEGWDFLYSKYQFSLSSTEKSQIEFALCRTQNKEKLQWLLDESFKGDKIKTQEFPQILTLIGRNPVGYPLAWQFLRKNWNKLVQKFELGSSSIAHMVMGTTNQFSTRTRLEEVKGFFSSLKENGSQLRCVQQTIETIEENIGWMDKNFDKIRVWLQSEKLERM
# The depositor's hits bear a star; . = no result given.
SMILES,LGR2 inh,FN deposit inh,PglD inh,EWS-Fli inh,PGC1a acetyl inh,PAX8 reporter,S100A4 inh HTS,ERAP1 HTS inh
C[C@@H]1CN([C@@H](C)CO)C(=O)c2cccc(NS(=O)(=O)c3ccc(Cl)cc3)c2O[C@@H]1CN(C)Cc1ccc2c(c1)OCO2,9,.,2,2,-7,14,4,-1
CCOc1ccc(CCNC(=O)c2ccc(NC3=NC4CS(=O)(=O)CC4S3)cc2)cc1 (centres undefined),8,-1,0,.,-9,12,-2,5
CC1=C(C(=O)OCc2ccccc2)N2C(=O)[C@@H](NC(=O)COc3ccccc3)[C@H]2SC1,25,-4,1,-4,1,2,7,2
OCC[C@@H]1NCc2cc(CO)cc(-c3ccccc3)c21,-19,-7,1,7,9,9,61,0
Cc1[nH]ccc2c1[nH]c1cc(=O)ccc12,17,10,-11,1,.,5,13,-10
O=C(O)c1ccc2c(c1)C(=O)N(C(Cc1ccc(O)cc1)C(=O)O)C2=O (centres undefined),.,7,5,.,0,9,.,.
CN(C)C(CNC(=O)c1ccc2c(=O)n(-c3ccccc3F)c(=S)[nH]c2c1)Cc1ccccc1 (centres undefined),-6,-9,.,1,8,6,-1,-1
CCCCC1CC2=C(C(=O)OC(C)(C)O2)C(c2ccc3ccccc3c2)O1 (centres undefined),.,2,-2,5,-16,15,-7,1
Cc1cc(C)c(-c2csc(NC(=O)C3=NN(c4ccccc4)C(=O)CC3)n2)c(C)c1,-3,.,.,6,.,-8,-1,-11
C[C@@H]1CN([C@H](C)CO)C(=O)c2cc(NS(=O)(=O)c3ccc(Cl)cc3)ccc2O[C@H]1CN(C)Cc1ccccc1,-14,.,-5,4,-12,2,21,0
Cc1ccccc1CN1C(=O)C2(OCCCO2)c2ccccc21,.,.,-1,1,10,.,-3,3
Cc1ccc(O)c(NC(=O)c2cc(-c3ccco3)on2)c1,-105,-5,3,20,.,-116,-3,3
O=C(Nc1cc(Cl)ccc1-n1cncn1)c1cn2ccccc2n1,-10,5,.,-8,2,16,-4,0
C[C@@H]1CN([C@@H](C)CO)C(=O)Cc2cc(NC(=O)Nc3ccccc3)ccc2O[C@@H]1CN(C)C(=O)Nc1ccc(C(F)(F)F)cc1,-3,.,1,1,-7,-2,.,.
O=C(OCC(=O)N1CCN(S(=O)(=O)c2ccc(Cl)cc2)CC1)c1cccc(OC(F)F)c1,-12,6,0,-3,.,-3,-3,2
C[C@H]1CN([C@@H](C)CO)S(=O)(=O)c2ccc(-c3cccc(C#N)c3)cc2O[C@H]1CN(C)C(=O)Nc1cc(F)ccc1F,0,.,5,4,-17,-3,1,2
CCCC(=O)NC(=S)Nc1cc(-c2nc3ncccc3o2)ccc1C,.,5,.,-8,.,-13,0,0
Cc1ccc(NC(=O)CSc2nnc(CNC(=O)c3ccccc3F)o2)cc1,.,-10,.,2,-13,-8,-1,2
C/C=C/c1cnc2c(c1)C(=O)N([C@@H](C)CO)C[C@@H](C)[C@@H](CN(C)C(=O)c1ccc3c(c1)OCO3)O2,-1,-5,-2,-1,-3,.,-2,-1
C[C@@H]1CN([C@@H](C)CO)C(=O)c2cc(NS(=O)(=O)c3cn(C)cn3)ccc2O[C@@H](C)CCCCO[C@@H]1CN(C)C(=O)CCC(F)(F)F,-2,.,-4,-16,-4,12,-8,0
COc1nnc(-c2ccc(C)c(S(=O)(=O)NC(C)(C)CO)c2)c2ccccc12,-2,8,3,6,.,2,4,-2
COC(=O)N/N=C(C)\C=C\c1ccco1,0,-14,.,-4,7,-5,7,1
Clc1ccc2noc(-c3ccccc3)c2c1,-1,.,6,4,13,.,-15,-3
O=C(CNC(=O)c1ccccc1F)N/N=C\C=C\c1ccccc1,-13,3,7,.,.,.,-2,1
COCC#Cc1ccc2c(c1)O[C@@H](CN(C)C(=O)Nc1ccccc1F)[C@@H](C)CN([C@H](C)CO)S2(=O)=O,2,.,-1,-7,-12,.,-6,4
CC(=O)/C(N=Nc1ccc2c(c1)OCCO2)=C(\C)O,13,-1,.,-16,.,-3,-8,4
C[C@@H]1CCCCO[C@H](CN(C)Cc2ccc(Cl)c(Cl)c2)[C@H](C)CN([C@@H](C)CO)C(=O)c2cc(NS(C)(=O)=O)ccc2O1,33,.,0,6,.,17,22,-1
C#CCOCCOCCOCCNc1nc(N2CCN(C(=O)[C@H](CCC(=O)O)n3cc(CN)nn3)CC2)nc(N2CCN(C(=O)[C@H](CCCN=C(N)N)n3cc(C(N)[C@@H](C)CC)nn3)CC2)n1 (some centres undefined),-4,0,6,1,6,9,1,-4
O=C(NCCc1csc(-c2cccnc2)n1)c1ccccc1Br,-2,6,-2,-13,8,-7,-22,0
Cc1ccccc1S(=O)(=O)Cc1ccc(C(=O)O)o1,4,.,0,2,0,.,-3,-2
O=C(COC(=O)Cc1ccc(Cl)cc1)Nc1cc(S(=O)(=O)N2CCOCC2)ccc1N1CCCC1,.,-1,.,6,.,-2,-7,-4
COc1ccc(N2CCN(C(=O)C(OC(C)=O)c3ccccc3)CC2)cc1 (centres undefined),.,-8,1,.,29,-2,.,.
O=C1S/C(=C\C=C\c2ccco2)C(=O)N1c1ccc(O)cc1,-1,-2,.,-65,.,-36,-15,8
CC(=O)Nc1ccc(OCC(=O)NCc2ccccc2)cc1,6,-7,.,4,.,3,-12,4
COc1ccc(OC)c(CCNC(=O)C(C)n2nc(C)c3c(C)n(-c4ccc(C)cc4)nc3c2=O)c1 (centres undefined),11,1,3,12,3,37,18,4
COc1ccc(/C=C/c2c(-c3ccccc3OC)sc3ccccc23)cc1OC,13,4,1,5,.,-20,-6,-2
CCOc1cc(-c2noc(N)c2C(=O)OC)cc(OCC)c1OCC,24,7,-2,.,-6,.,.,.
O=C(Cc1cccs1)NNC(=S)NC(=O)c1ccccc1,-11,-1,.,-6,.,28,-4,7
CC1=C(C(=O)OCc2ccccc2)C(/C=C/c2ccccc2)NC(=S)N1 (centres undefined),2,-9,21*,.,4,-12,.,.
CC(C)C#Cc1ccc2c(c1)O[C@@H](CN(C)C(=O)CN(C)C)[C@@H](C)CN([C@@H](C)CO)S2(=O)=O,-12,.,2,-7,-5,-9,7,2
C[C@@H]1CN([C@@H](C)CO)C(=O)c2cc(C3=CCCC3)cnc2O[C@H]1CN(C)Cc1ccc(C(=O)O)cc1,2,-13,-1,-3,12,-5,-1,-12
C=CCNC(=O)COC(=O)c1cccnc1Nc1ccccc1F,-20,4,-1,-13,.,-20,-31,-1
C[C@H](CO)N1C[C@H](C)[C@@H](CN(C)Cc2ccc(C(F)(F)F)cc2)Oc2ccc(NC(=O)CCC(F)(F)F)cc2C1=O,-18,.,-1,-46,2,0,0,-1
CC1CCc2cc(F)ccc2N1C(=O)CSc1nnc2c3cc(F)ccc3n(C)c2n1 (centres undefined),11,-6,0,.,-3,18,.,.
C[C@H](CO)N1C[C@H](C)[C@@H](CN(C)CC2CC2)Oc2ccc(NS(=O)(=O)c3cccs3)cc2CC1=O,0,.,-3,-3,4,.,-4,1
CCCCCCCNC(=O)C1(CC2CC(c3ccc(Cl)cc3)=NO2)CCN(C(=O)c2cc(OCC)c(OCC)c(OCC)c2)CC1 (centres undefined),-19,-2,0,10,.,4,-9,2
CN1CCN(C(=O)C2=C[C@H](c3csc4ccccc34)C[C@H](OCCCCO)O2)CC1,-2,1,-4,-3,.,-13,-2,-3
COC(=O)[C@]12CCCCC=C1N(Cc1cccc3ccccc13)C(=O)[C@H](CC(=O)NCC1CCCCC1)C2,36,26,.,-14,.,7,-4,-2
CCN(Cc1ccccc1)C(=O)COC(=O)Cn1cnc2ccccc21,1,-20,0,5,1,-9,0,-6
CCOC(=O)C(=Cc1c[nH]c2ccc(S(=O)(=O)N(C)C)cc12)C(=O)OCC,30,-5,6,-1,-5,9,-2,0
C[C@H]1CN([C@@H](C)CO)C(=O)c2cccc(NC(=O)c3ccncc3)c2O[C@@H]1CN(C)Cc1ccc(C(=O)O)cc1,-7,.,5,-3,4,-8,-3,0
CCSc1cc(N2CCCC2)nc(-c2ccccc2Cl)n1,5,2,.,10,.,-25,-1,0
CC(C)c1ccc(NC2CCCN(C(=O)c3cnn(C(C)C)c3)C2)cc1 (centres undefined),-2,.,-2,.,.,-8,-1,-4
CCNc1nc(NCC)nc(N(C#N)C(C)C)n1,-49,8,-5,-4,6,2,-2,.
COc1ccccc1OCCNC(=O)CCC(=O)N1CCOCC1,4,2,6,-4,9,-16,-2,-5
CN(C)/C=N/c1cc(=O)n(Cc2ccccc2)c(=O)n1C,6,-11,0,-12,.,-4,6,21
NS(=O)(=O)c1ccc(OC(=O)CNC(=O)OCc2ccccc2)cc1,13,1,.,-5,.,24,-16,-1
COC(=O)CC(NC(=O)C1CC1)c1ccc2c(c1)OCO2 (centres undefined),28,6,.,-1,-26,-8,-7,6
COc1ccc(C(=O)N/C(=C\c2ccco2)C(=O)NCc2ccco2)cc1,-5,-3,-6,.,-9,-9,-5,0
C/C(=N/NC(=O)Nc1ccccc1)c1ccc(C)cc1,-17,-14,5,-4,-5,-14,0,6

# 5 structures from above, arranged by number of heavy atoms, lowest first:
SMILES,LGR2 inh,FN deposit inh,PglD inh,EWS-Fli inh,PGC1a acetyl inh,PAX8 reporter,S100A4 inh HTS,ERAP1 HTS inh
C/C(=N/NC(=O)Nc1ccccc1)c1ccc(C)cc1,-17,-14,5,-4,-5,-14,0,6
COC(=O)CC(NC(=O)C1CC1)c1ccc2c(c1)OCO2 (centres undefined),28,6,.,-1,-26,-8,-7,6
CC(C)c1ccc(NC2CCCN(C(=O)c3cnn(C(C)C)c3)C2)cc1 (centres undefined),-2,.,-2,.,.,-8,-1,-4
COc1ccc(C(=O)N/C(=C\c2ccco2)C(=O)NCc2ccco2)cc1,-5,-3,-6,.,-9,-9,-5,0
C[C@H]1CN([C@@H](C)CO)C(=O)c2cccc(NC(=O)c3ccncc3)c2O[C@@H]1CN(C)Cc1ccc(C(=O)O)cc1,-7,.,5,-3,4,-8,-3,0

# More compounds follow:
SMILES,LGR2 inh,FN deposit inh,PglD inh,EWS-Fli inh,PGC1a acetyl inh,PAX8 reporter,S100A4 inh HTS,ERAP1 HTS inh
O=C1CC(O)C(Cc2ccccc2)N1 (centres undefined),-6,20,.,4,.,1,2,1
Cc1noc(C)c1NC(=O)N(C)C[C@H]1Oc2ccc(NS(=O)(=O)c3ccc(Cl)cc3)cc2CC(=O)N([C@@H](C)CO)C[C@@H]1C,11,.,1,-13,9,-19,4,0
O=C(Nc1ccc(Oc2cccnc2)cc1)C1CCN(Cc2ccccc2F)CC1,-1,.,-2,24,7,10,3,-1
CCN(C(=O)COC(=O)c1oc2ccc(OC)cc2c1C)C1CCS(=O)(=O)C1 (centres undefined),-2,3,0,-4,.,-4,-6,2
CC(C)(C)N1C(=O)[C@H]2[C@@H](c3ccc(Br)cc3)N3C(=O)N(c4ccccc4)C(=O)[C@@]3(Cc3ccccc3)[C@H]2C1=O,-1,-12,5,-2,.,12,0,-4
CC(C)CNC(=O)c1ccccc1NC(=O)CCSc1ccccc1,38,.,.,0,-24,7,1,9
N=C(N)SCc1cn(-c2ccccc2)nc1-c1ccc(Br)cc1,100*,0,.,34,-41,32,10,-13
COc1ccc(CN(C)C[C@@H]2Oc3ccc(NC(=O)Cc4cn(C)c5ccccc45)cc3C(=O)N([C@H](C)CO)C[C@H]2C)cc1,.,.,-1,-23,-7,-22,0,-2
CCCn1c2ccccc2c2nnc(SCCN3CCOCC3)nc21,15,8,-1,5,-5,22,-3,3
Cc1cc(C)cc(Oc2nn[nH]n2)c1,3,3,2,.,-1,.,.,.
